# Screening data (PubChem)
# Menin MLL FP TR – menin-MLL binding inhibition, Texas Red mutant peptide. Potency, µM (titrated, usually from 61.6 µM), for inactives: at the top dose FP activity change, negative = inhibition, usual class: inhibitors. O00255. Menin + Texas Red MLL mutant peptide, fluorescence polarization. actives 0.23% (n = 270,000); active = well fitted inhibition curve with a large enough effect in the polarisation, with a control signal flat, not every such curve was filed as active; inconclusive = small, poorly fitted or top-dose-only effect, or effect the other way, or a change in a side signal; inactive = no such curve, though single readings can be large or run the other way; the % refers to the polarisation; also: potency is read from the fitted curve at half-maximal effect; % of control where 0% means no effect; many of its hits are not listed in these tables
# MBNL1-CUG inh – inhibitors of human MBNL1 binding to CUG repeat RNA. Potency, µM (titrated, usually from 57.5 µM), for inactives: at the top dose activity change, negative = inhibition, hits mostly inhibitors. Q9NR56. TR-FRET MBNL1-His/biotin-(CUG)12 binding, 665/545 ratio. AID 2675. actives 0.036% (n = 280,000); active = well fitted inhibition curve with a large enough effect in the signal ratio, with a control signal flat, not every such curve was filed as active; inconclusive = small, poorly fitted or top-dose-only effect, or effect the other way, or a change in a side signal; inactive = no such curve, though single readings can be large or run the other way; the % refers to the signal ratio; also: potency is read from the fitted curve at half-maximal effect; % is scaled to controls: 0 for no effect and ±100 for the full control effect
# Target sequence (Q9NR56 whole entry, looked up): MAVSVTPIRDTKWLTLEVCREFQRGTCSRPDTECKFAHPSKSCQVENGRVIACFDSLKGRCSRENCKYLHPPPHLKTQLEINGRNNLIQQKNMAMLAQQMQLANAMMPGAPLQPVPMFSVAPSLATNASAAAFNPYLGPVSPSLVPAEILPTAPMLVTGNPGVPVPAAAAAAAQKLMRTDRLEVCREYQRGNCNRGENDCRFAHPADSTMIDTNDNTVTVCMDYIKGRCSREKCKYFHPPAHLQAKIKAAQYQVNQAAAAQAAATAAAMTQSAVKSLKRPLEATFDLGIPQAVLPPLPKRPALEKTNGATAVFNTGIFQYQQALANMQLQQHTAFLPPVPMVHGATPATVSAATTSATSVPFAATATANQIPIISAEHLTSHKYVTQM
#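 TR-FRET between His-tagged MBNL1 and biotin-(CUG)12 RNA, detected with Tb anti-His antibody (0.055 ng/ul) and streptavidin-XL665 (5 nM), 60 min at room temperature. Compounds titrated 92 nM to 58 uM; 665/545 nm ratio normalized to buffer and complex controls.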
# ELG1 DNA repair – ELG1-dependent DNA repair inhibition | HEK293T ELG1-luciferase reporter, luminescence, 16 h; DNA damage induced by 5-fluorouridine | Potency, µM (highest dose often 46.1 µM), for the others: top-dose activity change, negative = inhibition, usual class: inhibitors | actives 2.3% (n = 330,000) | AID 504467; also: potency is read from the fitted curve at half-maximal effect; % is scaled to controls: 0 for no effect and ±100 for the full control effect; nearly all actives have a fitted effect of over 55% in size
#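 5-Fluorouridine DNA damage + compound/DMSO, 2,000 cells/well, 16 h, 37 °C/5% CO2. ONE-Glo, 30 min RT, luminescence. Readout = decrease in reporter signal.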
# RORg inh – ROR gamma (mouse) transcription inhibition; Drosophila S2 Gal4-RORgamma UAS-luciferase reporter, 20 h; P51450; Potency, µM (highest dose often 53.6 µM), without a hit: at the highest dose activity change, negative = inhibition, usual class: inhibitors; actives 5.4% (n = 310,000); AID 2551; also: potency is read from the fitted curve at half-maximal effect; % is scaled to controls: 0 for no effect and ±100 for the full control effect; nearly all actives have a fitted effect of over 60% in size
#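 Read-out: Photinus luciferase luminescence; inhibitors lower reporter signal. Insect Schneider cells with Gal4-ROR gamma fusion under metallothionein promoter, UAS reporter; 700 uM final copper sulfate induction, 20 hr, ambient temperature.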
# Rab9 prom act – activates the Rab9 promoter; AID 485297; actives 2.8% (n = 320,000); Huh7 Rab9 promoter-luciferase reporter, luminescence, 24 h; Potency, µM (highest dose often 9.22 µM), for the others: at the top dose activation, negative = inhibition, usual class: activators; also: potency is read from the fitted curve at half-maximal effect; % of control where 0% means no effect; nearly all actives have a fitted effect of over 60% in size
#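 Luciferase signal after 10 min detection reagent at ambient indicates Rab9 promoter upregulation; stably transfected Huh7 cells were treated 24 h with compound in DMSO at 37 °C, 5% CO2.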
# FLuc modulator – firefly luciferase modulation, counter-screen for miR-21 project | actives 6.9% (n = 360,000) | Potency, µM (series often up to 57.5 µM), for inactives: at the highest dose activity change, negative = inhibition, most hits filed as inhibitors | AID 588342 | purified FLuc, Km substrates, luminescence inhibition | P08659;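 also: potency is read from the fitted curve at half-maximal effect; plate controls were vehicle for no effect and reference inhibitor for full effect; nearly all actives have a fitted effect of over 55% in size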
#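 Purified P. pyralis luciferase (10nM final) with 10uM D-luciferin and 10uM ATP (Km levels) in 50mM Tris acetate pH 7.5, 10mM Mg acetate, 0.01% Tween-20, 0.05% BSA; qHTS 6-point titration, ~60 µM downward; luminescence read.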
# VP16 counter – inhibits Gal4-VP16 luciferase reporter, ROR gamma counter-screen | Drosophila S2 Gal4-VP16 UAS-luciferase, luminescence, 20 h | actives 3.5% (n = 310,000) | Potency, µM (doses to about 53.6 µM), inactives show at the highest dose activity, negative = inhibition, usual class: inhibitors;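 also: Gal4-VP16 expression switched on by copper sulfate through the metallothionein promoter; potency is read from the fitted curve at half-maximal effect; % is scaled to controls: 0 for no effect and ±100 for the full control effect; nearly all actives have a fitted effect of over 50% in size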
# NPC1 prom act – activators of NPC1 promoter; Huh7 NPC1 promoter luciferase reporter, 24 h; actives 2.4% (n = 320,000); Potency, µM (highest dose often 9.22 µM), for the others: top-dose activation, usual class: activators;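 also: potency is read from the fitted curve at half-maximal effect; % of control where 0% means no effect; nearly all actives have a fitted effect of over 60% in size; reporter is driven by a mutant NPC1 promoter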
#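 NPC1 promoter–luciferase Huh7 cells; 24 h compound; luminescence.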
# Mito fusion act – inhibitors of mitochondrial division or activators of mitochondrial fusion; S. cerevisiae fusion-defective mutant growth rescue, CellTiterGlo 48 h; actives 0.23% (n = 320,000); Potency, µM (highest dose often 46.1 µM), inactives show top-dose growth rescue (activation), most hits filed as activators;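 also: potency is read from the fitted curve at half-maximal effect; % of control where 0% means no effect; nearly all actives have a fitted effect of over 45% in size; temperature-sensitive fusion mutants such as fzo1-1 at 37 °C on non-fermentable ethanol glycerol medium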
#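 S. cerevisiae fusion-defective temperature-sensitive mutants (e.g. fzo1-1, mgm1-5) grown 48 h at 37C in YPEG (ethanol/glycerol non-fermentable) medium with 23 nl compound per well; growth rescue read as CellTiterGlo luminescence.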
# PKM2 activator – PKM2 (human) enzyme activation | actives 0.34% (n = 260,000) | Potency, µM (series often up to 57.5 µM), for inactives: at the top dose activation, hits mostly activators | purified PKM2, Kinase-Glo ATP luminescence, activation; response scale: 0% is enzyme alone, no compound | P14618; also: potency is read from the fitted curve at half-maximal effect; % is scaled to controls: 0 for no effect and ±100 for the full control effect; nearly all actives have a fitted effect of over 55% in size
# Target sequence (P14618 whole entry, looked up): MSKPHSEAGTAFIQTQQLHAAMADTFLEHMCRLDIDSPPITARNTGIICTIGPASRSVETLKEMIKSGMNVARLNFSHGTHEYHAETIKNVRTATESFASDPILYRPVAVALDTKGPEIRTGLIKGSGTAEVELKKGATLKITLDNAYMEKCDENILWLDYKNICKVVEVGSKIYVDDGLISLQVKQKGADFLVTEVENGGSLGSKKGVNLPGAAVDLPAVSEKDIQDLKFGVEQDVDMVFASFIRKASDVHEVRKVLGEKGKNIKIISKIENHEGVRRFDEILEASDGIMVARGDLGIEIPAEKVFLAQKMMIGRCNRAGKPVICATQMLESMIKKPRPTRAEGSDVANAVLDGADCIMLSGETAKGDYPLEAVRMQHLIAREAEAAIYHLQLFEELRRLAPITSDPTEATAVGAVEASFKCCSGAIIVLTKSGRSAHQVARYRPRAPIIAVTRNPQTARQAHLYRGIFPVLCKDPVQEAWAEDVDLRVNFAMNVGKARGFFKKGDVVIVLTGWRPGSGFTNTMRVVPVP
#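 hPK-M2, >95% pure; 0.1 mM ADP / 0.5 mM PEP final; imidazole pH7.2 buffer w/ 7 mM MgCl2, 50 mM KCl; 1 h RT; Kinase-Glo lum. Intermediate enzyme activity for dual inhibitor/activator qHTS.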
# KCNH2 3.1 block – KCNH2 3.1 (human) potassium channel inhibition; U2OS KCNH2 3.1, thallium flux FluxOr; hits give low values; activity change, % (tested at about 1.8 µM); actives 0.95% (n = 340,000); AID 720553;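 active = maximum activity change below -70%; inconclusive = maximum activity change from -70% to -50%; inactive = maximum activity change above -50%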;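 also: thallium influx rate constant from kinetic fluorescence after stimulation buffer; % is scaled to controls: 0 for no effect and ±100 for the full control effect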
#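 Thallium flux read-out: FluxOr dye with Red40 quencher in HBSS/HEPES, 45 min at RT. Rate constants from kinetic reads were normalized to positive and negative DMSO controls. Cells: U2OS virally expressing the 3.1 isoform.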
# * = called active by the depositor; ? = inconclusive; / = no result given; & = joins results of further samples; [ ] = another dose, or the depositor's remark. Unless noted, calls follow the shape of the dose curve; as a rule, active = well fitted curve in the direction sought with a large enough effect; inconclusive = small, poorly fitted or top-dose-only effect, or another doubt; inactive = no such curve, though single readings can be large; an effect the other way counts as inactive or inconclusive.
SMILES,Menin MLL FP TR,MBNL1-CUG inh,ELG1 DNA repair,RORg inh,Rab9 prom act,FLuc modulator,VP16 counter,NPC1 prom act,Mito fusion act,PKM2 activator,KCNH2 3.1 block
CC(=O)N/C(=C\c1ccc(Br)s1)C(=O)O,-16%,6%,-16%,18%,22%,6%,-2%,2%,9%,1%,4
Nc1c(N(Cc2ccco2)C(=O)COc2ccccc2Cl)c(=O)[nH]c(=O)n1Cc1ccccc1,/,/,14%,/,-1%,0%,/,-2%,-5%,/,6
CCCC(=O)NC(=S)Nc1ccc(CN2CCOCC2)cc1,0%,-1%,1%,?,-3%,1%,-1%,0%,0%,1%,2
CCCCSc1cc(=O)n(-c2ccccc2)nc1C(=O)OCC,-14%,26%,-5%,-14%,2%,-1%,-8%,-1%,-1%,-7%,28
Cc1ccnc(N2C3CCC2CC(O)(c2ccccc2)C3)n1 (stereo unspecified),1%,6%,12%,17%,-2%,1%,14%,-4%,-10%,1%,8
O=C1CN(C(=O)COC(=O)c2ccc(N3CCCCCC3)c([N+](=O)[O-])c2)c2ccccc2N1,2%,15%,?,?,9%,?,1%,-3%,2%,?,-15
CCC(=O)Nc1nnc(S(=O)(=O)N2CCCC2)s1,-11%,0%,-2%,-12%,2%,-1%,3%,2%,-4%,8%,-1
CC(C)[C@H](NC(=O)c1ccc(F)cc1)C(=O)OCC(=O)NC(=O)c1cccn1C,-17%,-1%,-15%,-1%,-5%,0%,-3%,-1%,-2%,-5%,2
CC1CCCC(C)N1CCCNC(=O)c1ccc2nc(N3CCOCC3)sc2c1 (stereo unspecified),-25%,-5%,15%,41%,-1%,6%,2%,0%,-1%,2%,-6
CCOC(=O)c1cnc2ccc(OC)cc2c1NCc1ccccc1,-1%,1%,-29%,?,-10%,?,?,-3%,-16%,3%,-27
CCOC(=O)C1(Cc2cccc(Cl)c2)CCCN(C(=O)c2cn[nH]c2)C1 (stereo unspecified),-14%,-6%,2%,-15%,-1%,1%,-2%,-1%,2%,6%,11
COC(=O)c1ccc(C23CC4(C2)[C@H](CN(Cc2ccc(-c5ccccc5)cc2)[C@@H]4c2ccccc2)C3c2ccc(Cl)nc2)cc1 (stereo partly specified),3%,-8%,1%,13%&-9%,-4%,-1%,-3%&2%,-1%,-7%,-10%&-3%,-4
Cc1cc2c(n1-c1ccc(C(N)=O)cc1)CC(C)(C)CC2=O,5%,-1%,3%,-4%,-9%,5%,3%,-4%,-5%,-4%,4
O=C(CN1CCN(c2ccccn2)CC1)Nc1cccc(S(=O)(=O)N2CCCC2)c1,-15%,-2%,-14%,21%,1%,-3%,3%,-3%,-3%,3%,2
COC(=O)/C=C1\SC(=Nc2ccccc2)NC1=O,-3%,1%,-6%,-14%,-35%[inhibitor],1%,-11%,2%,15%,-1%,6
C=CCOc1cccc(/C=N/NC(=O)CN2CCCCC2)c1,-24%,0%,-1%,-23%,-4%,-1%,3%,-1%,-4%,/,-10
Cc1cc(C(=O)CN2C(=O)NC3(CCCc4sccc43)C2=O)c(C)n1-c1ccc(Cl)cc1 (stereo unspecified),-1%,/,-27%,?,-5%,7%,?,-4%,4%,3%,/
N=c1oc2cc(O)ccc2cc1C(=O)Nc1ccc(Br)cc1,?,4%,?,1.8µM*,1.4µM*,2.7µM*,1.8µM*,1.8µM*,6%,2%,-3
CC(=O)Nc1ccc(S(=O)(=O)Oc2ccc(C(=S)N3CCCCC3)cc2)cc1,6%,-22%,?,?,-9%,-3%,?,-8%,10%,0%,-4
N#CCc1ccc(NC(=O)c2ccc(S(=O)(=O)N3CCCC3)cc2)cc1,?,0%,21µM*,?,-2%,0%,-1%,-9%,3%,/,0
CCn1c(N)c(C(=O)NCCOC)sc1=S,-1%,14%,?,-1%,-4%,-2%,-10%,-3%,2%,-3%,3
NC(=O)c1ccc(NC(=O)CS(=O)(=O)c2cn(CC(=O)N3CCCC3)c3ccccc23)cc1,?,0%,9%,-20%,5%,-3%,-10%,0%,-3%,-1%,4
CSc1nsc(SC)c1C(=O)OCC(F)(F)F,?,-3%,-2%,?,-2%,0%,-14%,-3%,0%,0%,1
Cc1ccc(-c2cc(C(=O)Nc3cnn(C(C)C)c3)no2)cc1,15%,-1%,?,2%,9%,?,-14%,13%,0%,20%,2
CCOC(=O)c1sc(NC(=O)C2CC(=O)N(c3ccccc3C)C2)nc1C (stereo unspecified),5%,0%,-1%,38%,0%,-2%,3%,-2%,-2%,-8%,9
CCOC(=O)C1CCN(C(=O)c2cccc(NS(=O)(=O)c3ccc(F)c(F)c3)c2)CC1,-1%,-13%,-5%,-24%,1%,-13%,-9%,-4%,2%,0%,3
CCn1c(=O)cc(SCC(=O)Nc2cccc(SC)c2)c2ccccc21,-6%,27%,?,?,10%,-2%,1%,15%,1%,1%,-8
Cc1ccc(/C=N\NC(=O)C2CN(S(=O)(=O)c3ccccc3)CCN2S(=O)(=O)c2ccccc2)cc1 (stereo unspecified),?,-1%,-20%,18%,8%,0%,8%,-2%,5%,0%,-29
O=C(Cc1cccs1)Nc1ccc(Cl)cc1,31%[activator],3%,?,35%,25%,?,13%,15%,-4%,9%,-7
C=CCSc1nc2sc(C)c(C)c2c(=O)[nH]1,4%,0%,7%,20%,-3%,-2%,13%,-8%,-12%,?,2
O=S(=O)(c1ccccc1F)N1CCN(CCc2ccccc2)CC1,0%,-9%,?,4%,0%,0%,2%,-4%,-2%,/,0
CC(C)CN(Cc1cc2ccccc2[nH]c1=O)C(=O)c1cccnc1,-14%,-9%,?,-2%,1%,0%,-7%,10%,9%,9%,22
O=C(OCCN(C1=NS(=O)(=O)c2ccccc21)c1ccccc1Cl)c1ccc(Cl)cc1,0%,0%,-14%,4%,-7%,1%,9%,-6%,4%,2%,-5
C(/C=C/c1ccco1)=N/N1CCN(c2ccccc2)CC1,0%,15%,?,35%,3.5µM*,8.5µM*,-1%,1.6µM*,-2%,4%,-9
COc1cccc(NS(=O)(=O)c2ccc3c(c2)C2C=CCC2C(c2ccc(C(=O)O)cc2)N3)c1 (stereo unspecified),?,23%,-13%,8%,-4%,-7%,-20%,0%,8%,-5%,-13
Cc1ccc(-n2c(-c3ccc(Cl)cc3)n[nH]c2=S)cc1,3%,10%,-12%,3.2µM*,5%,-2%,2.5µM*,-1%,2%,1%,-5
O=C(O)CN=C1NC2(CCCC2)Cc2ccccc21,-1%,-21%,-10%,12%,-1%,0%,-7%,0%,3%,-3%,-3
COc1ccc(-c2csc(CCn3nc(C)cc3C)n2)cc1,?,-3%,-13%,10µM*,9%,?,?,2%,2%,1%,-9
CC1CCCCC12NC(=O)N(CC(=O)c1ccc3c(c1)OCO3)C2=O (stereo unspecified),/,/,26%,/,6%,-15%,/,11%,14%,/,6
COc1ccc(S(=O)(=O)NC2CC(=O)N(c3ccc4c(c3)OCCO4)C2)cc1 (stereo unspecified),/,/,7%,/,-7%,0%,/,-3%,-1%,/,21
Cc1ccccc1S(=O)(=O)Cc1ccc(C(=O)N2CCN(c3ccc(F)cc3)CC2)o1,-2%,-13%,?,?,3%,1%,3%,-1%,7%,2%,4
CCCCCn1c(NC(=O)c2ccco2)c(S(=O)(=O)c2ccc(C)cc2)c2nc3ccccc3nc21,2%,23%,0%,?,-7%,7%,-1%,-3%,10%,12%,-11
CN(C)c1ccc(CNS(=O)(=O)c2ccc3c(c2)NC(=O)CS3)cc1,2%,-1%,7%,13%,0%,-1%,-5%,0%,19%,-2%[0.46 µM],11
O=[N+]([O-])c1cccc(NC(=S)Nc2nc(-c3ccccc3Cl)cs2)c1,?,13%,?,2µM*,-4%,-2%,2.5µM*,-8%,-5%,-5%,12
CCOC(=O)c1sc(NS(=O)(=O)c2ccc(NC(C)=O)cc2)nc1C,1%,-8%,17%,5%[0.365 µM],-11%,-1%,/,1%,-1%,-2%,-13
Nc1ccc(S(=O)(=O)Nc2nccc(/C=C/c3ccccc3F)n2)cc1,?,4%,14%,-38%,-3%,-5%,3%,-1%,0%,-19%,-23

# The list is partial, so the mix of outcomes need not match the whole.
